High-throughput results (PubChem BioAssay)
HTR2A ag: mouse Htr2a agonists via beta-arrestin recruitment, primary screen, cell-based, luminescence. activation, % at 7.6 µM. CHO-K1 mHTR2A beta-arrestin complementation; percent of 30 µM serotonin response. 5-hydroxytryptamine receptor 2A (Mus musculus), P35363. 0.66% of 360,000 active;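 active = activation above a run cutoff, the mean activation of all tested compounds plus 3 SD, cut at about 14% in these data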;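 note: 0% = plate median of compound wells and 100% = 30 µM serotonin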
Target sequence (P35363 whole entry, looked up): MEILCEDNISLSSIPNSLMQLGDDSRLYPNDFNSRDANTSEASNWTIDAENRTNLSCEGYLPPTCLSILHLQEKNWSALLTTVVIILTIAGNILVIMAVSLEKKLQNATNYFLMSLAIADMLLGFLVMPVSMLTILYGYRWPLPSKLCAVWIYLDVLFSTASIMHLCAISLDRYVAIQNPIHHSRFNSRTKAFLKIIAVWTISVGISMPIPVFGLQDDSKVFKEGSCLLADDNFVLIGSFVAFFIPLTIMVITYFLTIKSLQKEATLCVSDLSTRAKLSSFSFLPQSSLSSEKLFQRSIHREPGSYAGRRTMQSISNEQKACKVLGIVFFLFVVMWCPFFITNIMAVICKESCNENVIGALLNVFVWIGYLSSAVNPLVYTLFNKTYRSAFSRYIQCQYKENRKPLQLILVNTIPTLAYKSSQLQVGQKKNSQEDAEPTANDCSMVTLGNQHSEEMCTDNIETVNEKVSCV
CaV13 FRET inh: Disruptors of the CACNA1D IQ motif to Ca2+-dependent inactivation inhibitor domain association, primary screening, Förster resonance energy transfer in intact living …; 0.098% of 340,000 active; inhibition, % at 12.3 µM; AID 743397; HEK cells, CFP/YFP FRET ICDI-IQ, plate reader, 10 min; percent FRET-ratio fall versus neutral wells;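 active = mean replicate inhibition of at least 30% and at least 1% of replicates passing that level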;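 note: 0% = median of the neutral control wells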
ABCB6 inh 2: ABCB6 transporter inhibitors, primary screen, K562-ABCB6 cells, flow cytometry, MLPCN library; ATP-binding cassette sub-family B member 6 (Homo sapiens), Q9NP58; K562-ABCB6 porphyrin accumulation, 1 h; active compounds read low; fluorescence ratio to DMSO, % at 10 µM; 0.19% of 360,000 active;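 active = fluorescence ratio to DMSO below 75%, the collection mean minus 3 SD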;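 note: signal is porphyrin accumulated inside mitochondria; 100% equals median channel fluorescence of DMSO control wells; lower ratio means ABCB6 inhibition with less porphyrin fluorescence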
Glyco luc inh: increase of ERlucT glycosylation luciferase signal, primary screen, N-linked glycosylation inhibitor project, D54 ERlucT cells, luminescence, set 2. D54 ERlucT glycosylation luciferase reporter, 24 h; percent of 100 nM tunicamycin response. reporter increase, % at 12.5 µM. 0.23% of 360,000 active. AID 588692, 2011;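 active = mean luciferase reporter signal, scaled so untreated is 0 and the glycosylation-blocking control 100, at or above a set limit in every replicate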;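 note: luciferase carries N-glycosylation sites so blocking glycosylation raises the light; 0% = median of neutral control wells and 100% = median of 100 nM tunicamycin wells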
Granule exo inh: LAMP-1 surface exposure blockers, TALL-104 cells – cell-based, flow cytometry, MLPCN library, primary screen; TALL-104 LAMP-1 surface exposure; cells stimulated with thapsigargin and PMA; inhibition, % at 10 µM; 0.66% of 360,000 active; AID 651702, 2012;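 active = inhibition above about 55%, limit read from the data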
PDI inh: inhibitors of human PDI, primary screen, biochemical, turbidity, single point, plate reader. Protein disulfide-isomerase (Homo sapiens), P07237. PDI insulin aggregation turbidity, A650, 90 min. inhibition, % at 10 µM. 0.052% of 350,000 active;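 active = mean inhibition across replicates of 30% or more, whatever share of single replicates reach that level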;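 note: absorbance from insulin aggregation driven by PDI reduction with DTT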
Target sequence (P07237 whole entry, looked up): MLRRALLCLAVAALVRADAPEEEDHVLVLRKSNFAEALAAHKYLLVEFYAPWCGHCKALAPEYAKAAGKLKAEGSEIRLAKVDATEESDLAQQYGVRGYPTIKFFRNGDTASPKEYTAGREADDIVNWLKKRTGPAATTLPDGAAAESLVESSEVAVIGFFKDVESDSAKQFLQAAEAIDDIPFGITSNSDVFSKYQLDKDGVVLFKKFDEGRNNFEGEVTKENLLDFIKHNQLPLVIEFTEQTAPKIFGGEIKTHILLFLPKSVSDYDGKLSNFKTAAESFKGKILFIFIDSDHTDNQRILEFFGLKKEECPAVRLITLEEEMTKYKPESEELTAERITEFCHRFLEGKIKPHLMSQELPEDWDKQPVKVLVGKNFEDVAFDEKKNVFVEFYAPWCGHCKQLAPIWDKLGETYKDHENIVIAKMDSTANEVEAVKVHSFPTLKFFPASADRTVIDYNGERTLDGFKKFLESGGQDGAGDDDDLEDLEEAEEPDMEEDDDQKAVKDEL
Cardio protect: cardioprotection against H2O2-induced cell death, primary screen, uHTS, H9c2 cells, ATPLite luminescence. H9c2 cardiomyocytes, H2O2 injury protection, 2 h. protection from H2O2 cell death, % at 20 µM. 0.63% of 360,000 active;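 active = compounds giving at least 50% protection of heart cells from peroxide-induced death in the single-dose screen, raw or plate-pattern-corrected value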;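 note: 0% = DMSO wells with peroxide and 100% = DMSO wells without peroxide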
hiPSC survival: enhancers of single-cell hiPSC survival, primary screen, ATPlite luminescence; 100% = ROCK inhibitor wells, 0% = DMSO; survival enhancement, % at 20 µM; 0.044% of 360,000 active; AID 602274, 2012; in the data active = survival enhancement above about 18%;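 note: cells exposed to compounds for 16 hours before the ATP read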
Vif inh: HIV Vif self-association inhibitors, primary screen, imaging, HEK293T, single point; HEK293T cells, Vif self-association by quenched fluorescence, 24 h; inhibition, % at 7.49 µM; 0.35% of 340,000 active; in the data active = inhibition above about 50%, passing the limit was not always enough; note: some results filed as inactive read as strong as hits
aDG glyco act: activators of alpha-DG glycosylation, primary screen, uHTS, Pro5-aDG cells, AlphaScreen; alpha-DG glycosylation AlphaScreen (IIH6); 0% Pro5, 100% B10-LARGE cell signal; activation, % at 10 µM; 0.22% of 360,000 active;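 active = activation of at least 8% versus controls, or a plate z-score of at least 8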;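 note: Pro5 are CHO cells carrying HIG-tagged alpha-DG that lacks glycosylation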
* = called active by the depositor.

How did CCCC1CCC(c2ccc(C(=O)NN)cc2)CC1 (centres undefined) do in these assays?
HTR2A ag: -2.6; CaV13 FRET inh: -4.1; ABCB6 inh 2: 101.0; Glyco luc inh: 0.5; Granule exo inh: -2.0; PDI inh: -21.7; Cardio protect: 37.1; hiPSC survival: 1.8; Vif inh: -5.4; aDG glyco act: -0.5

Results for CC(C)N1C(=O)S/C(=C/c2ccc3c(c2)n(C)c(=O)n3C)C1=O ?
HTR2A ag: 2.1; CaV13 FRET inh: -4.2; ABCB6 inh 2: 96.0; Glyco luc inh: 9.8; Granule exo inh: 0.1; PDI inh: -3.4; Cardio protect: 62.6*; hiPSC survival: -2.4; Vif inh: 5.6; aDG glyco act: 0.9

What do the screens show for `O=C(O)CSc1cnc2ccccc2n1`?
HTR2A ag: 18.0*; ABCB6 inh 2: 107.0; Glyco luc inh: 1.3; Granule exo inh: 0.9; PDI inh: 1.6; Cardio protect: 17.7; hiPSC survival: -1.5; Vif inh: -7.0; aDG glyco act: -0.1

Results for COc1ccc(C(C#N)c2cnccn2)cc1OC (centres undefined) ?
HTR2A ag: 0.0; CaV13 FRET inh: -4.6; ABCB6 inh 2: 100.0; Glyco luc inh: 1.2; Granule exo inh: -15.3; PDI inh: 5.2; Cardio protect: 3.1; hiPSC survival: -1.1; Vif inh: 2.1; aDG glyco act: 0.1

How did COc1ccc(CCC(=O)OCC(=O)NC2CCCC2)cc1OC do in these assays?
HTR2A ag: -1.2; CaV13 FRET inh: -5.1; ABCB6 inh 2: 106.0; Glyco luc inh: 0.0; Granule exo inh: -1.6; PDI inh: 1.2; Cardio protect: 2.8; hiPSC survival: 1.1; Vif inh: 10.8; aDG glyco act: 0.0

Results for Cc1ccc(S(=O)(=O)NC(C)CCc2ccccc2)cc1 (centres undefined) ?
HTR2A ag: -0.7; CaV13 FRET inh: -3.6; ABCB6 inh 2: 96.0; Glyco luc inh: 2.0; Granule exo inh: -0.4; PDI inh: -8.0; Cardio protect: -15.0; hiPSC survival: 1.4; Vif inh: -2.6; aDG glyco act: 0.2

What do the screens show for `CCCNC(=O)c1ccc(Cl)cc1Cl`?
HTR2A ag: -0.1; CaV13 FRET inh: -4.3; ABCB6 inh 2: 94.0; Glyco luc inh: -0.7; Granule exo inh: -1.1; PDI inh: -5.7; Cardio protect: 1.6; hiPSC survival: -0.4; Vif inh: 4.4; aDG glyco act: 0.0

What do the screens show for `Cc1ccc(S(=O)(=O)N2CCCCC2)cc1NC(=S)NC(=O)c1ccco1`?
HTR2A ag: -2.9; CaV13 FRET inh: -4.3; ABCB6 inh 2: 101.0; Glyco luc inh: -1.5; Granule exo inh: 1.6; PDI inh: -3.6; Cardio protect: -4.4; hiPSC survival: 0.0; Vif inh: -0.8; aDG glyco act: -0.2

What do the screens show for `CC(Cc1cccs1)NC(=S)Nc1ccccc1` (centres undefined)?
HTR2A ag: 1.4; CaV13 FRET inh: -37.1; ABCB6 inh 2: 94.0; Glyco luc inh: -1.3; Granule exo inh: -0.7; PDI inh: -5.0; Cardio protect: -9.6; hiPSC survival: 0.6; Vif inh: -3.2; aDG glyco act: 0.3

How did COc1cccc(NC(=S)N2CCC(NC(=O)c3ccco3)CC2)c1 do in these assays?
HTR2A ag: -2.0; CaV13 FRET inh: -3.9; ABCB6 inh 2: 95.0; Glyco luc inh: 0.7; Granule exo inh: 4.4; PDI inh: -2.2; Cardio protect: 0.8; hiPSC survival: -0.2; Vif inh: 10.5; aDG glyco act: 0.2

What do the screens show for `COc1ccc(C(OC(=O)c2cccs2)C(=O)NCC2CCCO2)cc1` (centres undefined)?
HTR2A ag: 7.6; CaV13 FRET inh: -2.4; ABCB6 inh 2: 103.0; Glyco luc inh: 1.5; Granule exo inh: 1.1; PDI inh: 1.1; Cardio protect: 5.1; hiPSC survival: -0.6; Vif inh: 10.1; aDG glyco act: 0.1

Results for CCOc1ccc2[nH]c(=S)sc2c1 ?
HTR2A ag: -2.1; CaV13 FRET inh: -4.3; ABCB6 inh 2: 98.0; Glyco luc inh: 1.2; Granule exo inh: 1.1; Cardio protect: 0.7; hiPSC survival: 1.4; aDG glyco act: -0.2

Results for CCOc1ccccc1NC(=S)N1CCN(c2ccc(OC)cc2)CC1 ?
HTR2A ag: 4.0; CaV13 FRET inh: -5.6; ABCB6 inh 2: 100.0; Glyco luc inh: -0.7; Granule exo inh: -3.7; PDI inh: 2.3; Cardio protect: 0.5; hiPSC survival: -0.1; Vif inh: 11.3; aDG glyco act: -0.2

Results for CCCS(=O)(=O)N1CCCC(C(=O)NCCCN2CCN(c3cccc(Cl)c3)CC2)C1 (centres undefined) ?
HTR2A ag: -0.3; ABCB6 inh 2: 112.0; Glyco luc inh: 0.5; Granule exo inh: 7.0; PDI inh: 1.5; Cardio protect: -15.8; hiPSC survival: 1.5; Vif inh: -6.2; aDG glyco act: 0.2

Results for O=C(COC(=O)c1cccc(-n2cnnn2)c1)c1ccc(Br)cc1 ?
HTR2A ag: -4.1; CaV13 FRET inh: -1.9; ABCB6 inh 2: 102.0; Glyco luc inh: 0.7; Granule exo inh: 14.7; PDI inh: -1.1; Cardio protect: -1.5; hiPSC survival: 0.1; Vif inh: 3.0; aDG glyco act: 0.4

How did Clc1ccccc1/C=C/c1ccnc2ccccc12 do in these assays?
HTR2A ag: 2.0; CaV13 FRET inh: -18.9; ABCB6 inh 2: 99.0; Glyco luc inh: -2.9; Granule exo inh: 11.9; PDI inh: -1.1; Cardio protect: -8.2; hiPSC survival: -0.7; Vif inh: -1.3; aDG glyco act: 0.3

Results for O=C(CSc1ccccc1F)NC(=O)c1ccc(Cl)cc1 ?
HTR2A ag: 0.7; CaV13 FRET inh: -6.6; ABCB6 inh 2: 101.0; Glyco luc inh: 0.8; Granule exo inh: 4.6; PDI inh: -2.0; Cardio protect: 1.3; hiPSC survival: -2.8; Vif inh: 24.2; aDG glyco act: -0.1

How did COC(=O)[C@H](Cc1ccccc1)NC(=O)[C@@H]1C[C@H]1[C@@H](NC(=O)OCc1ccccc1)c1ccccc1 do in these assays?
HTR2A ag: -3.3; CaV13 FRET inh: -4.9; ABCB6 inh 2: 78.0; Glyco luc inh: 0.4; Granule exo inh: 105.6*; PDI inh: -4.3; Cardio protect: -6.4; hiPSC survival: -0.6; Vif inh: 0.4; aDG glyco act: -0.1

How did CCN1C(=O)N(S(=O)(=O)C(F)(F)F)[C@@H](c2ccccc2)C(C(=O)OC)=C1C do in these assays?
HTR2A ag: 8.7; CaV13 FRET inh: -10.7; ABCB6 inh 2: 99.0; Glyco luc inh: -1.2; Granule exo inh: 3.9; PDI inh: -1.5; Cardio protect: 0.7; hiPSC survival: 1.6; aDG glyco act: 0.1

How did CN(C)C(=O)N1CCC(C(=O)N2CCCC(C(=O)c3ccc(C(C)(C)C)cc3)C2)CC1 (centres undefined) do in these assays?
HTR2A ag: -0.2; CaV13 FRET inh: 5.6; ABCB6 inh 2: 96.0; Glyco luc inh: -2.0; Granule exo inh: 0.8; PDI inh: -1.8; Cardio protect: -3.8; hiPSC survival: -2.2; Vif inh: -2.6; aDG glyco act: 0.2

How did Cc1sc2nc(CSC(C)C(=O)Nc3ccc(C(N)=O)cc3)[nH]c(=O)c2c1C (centres undefined) do in these assays?
HTR2A ag: 1.8; CaV13 FRET inh: -1.8; ABCB6 inh 2: 106.0; Glyco luc inh: -0.6; Granule exo inh: -1.0; PDI inh: 2.2; Cardio protect: 9.1; hiPSC survival: -0.4; Vif inh: 4.2; aDG glyco act: -0.4

How did COc1cc(C(=O)NC(=S)Nc2nccs2)cc(OC)c1OC do in these assays?
HTR2A ag: -2.5; CaV13 FRET inh: -2.7; ABCB6 inh 2: 99.0; Glyco luc inh: 1.7; Granule exo inh: -0.8; PDI inh: 0.6; Cardio protect: 10.4; hiPSC survival: -1.7; Vif inh: -13.6; aDG glyco act: 0.1

Results for Cc1ccc(-n2nc3c(=O)n(C(C)C(=O)NC4CC4)nc(C)c3c2C)cc1 (centres undefined) ?
HTR2A ag: -2.7; CaV13 FRET inh: -2.6; ABCB6 inh 2: 102.0; Glyco luc inh: 0.9; Granule exo inh: 11.6; PDI inh: -0.2; Cardio protect: -2.3; hiPSC survival: 0.2; Vif inh: -2.3; aDG glyco act: 0.2

How did O=[N+]([O-])c1cccc(COc2cccc(CN3CCCC3)c2)c1 do in these assays?
HTR2A ag: -1.2; CaV13 FRET inh: -4.4; ABCB6 inh 2: 102.0; Glyco luc inh: 1.7; Granule exo inh: -3.8; PDI inh: -5.8; Cardio protect: 13.9; hiPSC survival: 0.8; Vif inh: -3.8; aDG glyco act: 0.1

What do the screens show for `O=c1[nH]c(CN2CCN(S(=O)(=O)c3ccc4ccccc4c3)CC2)nc2ccccc12`?
HTR2A ag: -1.5; CaV13 FRET inh: 0.4; ABCB6 inh 2: 95.0; Glyco luc inh: -0.3; Granule exo inh: 0.0; PDI inh: -3.3; Cardio protect: 1.1; hiPSC survival: 3.8; Vif inh: -2.6; aDG glyco act: -0.1

How did CCCCNC(=O)C1(C)CCCCN1C(=O)c1ccc(OC)c(C(F)(F)F)c1 (centres undefined) do in these assays?
HTR2A ag: -0.3; CaV13 FRET inh: -9.6; ABCB6 inh 2: 96.0; Glyco luc inh: -1.3; Granule exo inh: -3.2; PDI inh: -1.1; Cardio protect: 0.8; hiPSC survival: -1.4; Vif inh: -10.3; aDG glyco act: 0.2

What do the screens show for `COCOCCn1cc(CN2CCS(=O)(=O)N(Cc3ccc(-c4ccc(C)cc4)cc3)C(C)C2=O)nn1` (centres undefined)?
HTR2A ag: 8.2; CaV13 FRET inh: -9.6; ABCB6 inh 2: 96.0; Glyco luc inh: -1.7; Granule exo inh: 6.1; PDI inh: -1.0; Cardio protect: -11.1; hiPSC survival: 2.1; Vif inh: -4.4; aDG glyco act: 0.2

How did Cc1cc(N2CCCC2)c(F)cc1/C=C\[N+](=O)[O-] do in these assays?
HTR2A ag: 6.1; CaV13 FRET inh: -116.9; ABCB6 inh 2: 128.0; Glyco luc inh: 6.5; Granule exo inh: 74.4*; PDI inh: -5.5; Cardio protect: -15.7; hiPSC survival: -3.5; Vif inh: 1.8; aDG glyco act: -0.6

How did CC(=O)c1cccc(N(CC(=O)NCCc2ccccc2)C(=O)c2csnn2)c1 do in these assays?
HTR2A ag: 10.6; CaV13 FRET inh: -4.7; ABCB6 inh 2: 96.0; Glyco luc inh: 2.6; Granule exo inh: 1.0; PDI inh: 3.3; Cardio protect: 0.9; hiPSC survival: 1.3; Vif inh: 10.2; aDG glyco act: -0.1

Results for CCCc1c(-c2ccc(F)cc2)ncn1Cc1ccccc1OC ?
HTR2A ag: -4.4; CaV13 FRET inh: -9.5; ABCB6 inh 2: 118.0; Granule exo inh: 2.7; hiPSC survival: 0.2; aDG glyco act: -0.1
